Screening data as filed in PubChem.
AMPAR-TARP mod – modulators of AMPA receptor GluA2-stargazin complexes; O88602+P19491; HEK293 GluA2+stargazin, membrane potential dye (FDSS), glutamate EC50; hits were called plate by plate, in both directions; calls only at 30 µM; 3.5% of 40,000 active;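 active = any of four per-well response measures lying three or more SD from its plate-wide compound average, in either direction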
Target sequence (O88602 whole entry, looked up): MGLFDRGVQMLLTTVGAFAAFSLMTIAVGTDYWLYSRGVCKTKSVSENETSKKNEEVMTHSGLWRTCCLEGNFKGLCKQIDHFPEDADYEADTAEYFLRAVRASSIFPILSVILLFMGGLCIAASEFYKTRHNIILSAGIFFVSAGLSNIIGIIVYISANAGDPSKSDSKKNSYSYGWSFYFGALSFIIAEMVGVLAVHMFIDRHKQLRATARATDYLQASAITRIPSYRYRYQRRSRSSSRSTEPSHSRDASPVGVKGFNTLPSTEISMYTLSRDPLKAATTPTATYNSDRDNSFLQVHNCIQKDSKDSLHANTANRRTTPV
Target sequence (P19491 whole entry, looked up): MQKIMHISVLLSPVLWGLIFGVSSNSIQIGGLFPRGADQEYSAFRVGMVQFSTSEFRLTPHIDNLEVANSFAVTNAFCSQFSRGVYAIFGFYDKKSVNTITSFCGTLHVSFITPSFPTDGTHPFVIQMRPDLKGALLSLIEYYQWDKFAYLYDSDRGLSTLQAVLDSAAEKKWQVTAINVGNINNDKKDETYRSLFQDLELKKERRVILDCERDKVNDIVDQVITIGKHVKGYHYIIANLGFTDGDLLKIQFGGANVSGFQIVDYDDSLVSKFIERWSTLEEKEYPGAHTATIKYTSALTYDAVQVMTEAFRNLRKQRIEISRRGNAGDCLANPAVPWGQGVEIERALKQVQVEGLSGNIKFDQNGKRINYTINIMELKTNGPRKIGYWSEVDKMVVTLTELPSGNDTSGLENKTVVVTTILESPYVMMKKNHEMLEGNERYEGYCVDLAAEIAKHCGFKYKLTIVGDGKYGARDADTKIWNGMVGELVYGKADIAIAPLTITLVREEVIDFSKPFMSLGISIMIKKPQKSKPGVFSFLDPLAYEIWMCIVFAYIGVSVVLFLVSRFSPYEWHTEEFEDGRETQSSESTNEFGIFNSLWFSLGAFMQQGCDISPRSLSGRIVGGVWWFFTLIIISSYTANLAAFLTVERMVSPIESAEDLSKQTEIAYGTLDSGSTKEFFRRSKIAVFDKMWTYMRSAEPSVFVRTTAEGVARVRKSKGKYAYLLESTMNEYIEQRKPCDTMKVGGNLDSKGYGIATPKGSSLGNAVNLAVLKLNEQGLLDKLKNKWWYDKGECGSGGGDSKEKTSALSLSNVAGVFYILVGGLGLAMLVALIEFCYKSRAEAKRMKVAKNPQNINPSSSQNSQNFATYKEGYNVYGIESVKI
AMPAR-TARP mod agonism max-min – recorded beside AMPAR-TARP mod, whose call it bears; compound max-min signal; compound-alone response (agonism);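 unitless range of fluorescence divided by baseline over first 100 seconds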
AMPAR-TARP mod glutamate slope – second read-out of AMPAR-TARP mod, no call of its own (marks repeat the call); glutamate slope, % of max; measured here: glutamate response slope, % max;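 scaled per plate between vehicle wells and maximal 1 mM glutamate control wells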
* hit, by the source's call; i = inactive; + = active, no number; & = joins results of further samples. This is a subset, so the mix of outcomes need not match the whole.

SMILES | AMPAR-TARP mod | AMPAR-TARP mod agonism max-min | AMPAR-TARP mod glutamate slope
Cc1cc(C(=O)N2CCC(c3nnc(C(C)C)o3)CC2)c(C)o1 | i | 0.1 | 55
O=C(NCC(O)c1ccsc1)C(=O)Nc1ccc(OC(F)(F)F)cc1 (centres undefined) | i | 0.12 | 42
CSCCC(C)(O)CNS(=O)(=O)c1ccc(F)c(Cl)c1 (centres undefined) | i | 0.13 | 56
CC(=O)N1CCC(c2nn(C)c(=O)n2C2CCCC2)CC1 | i | 0.12 | 54
Cc1cc(NC(=O)C(=O)NCC2CCCO2)ccc1N1CCCC1=O (centres undefined) | i | 0.04 | 42
CS(=O)(=O)N1CCCC1C(=O)Nc1nnc(-c2ccc(F)cc2)o1 (centres undefined) | i | 0.13 | 66
CCOc1ccc(NC(=O)NCc2n[nH]c(=O)c3ccccc23)cc1 | i | 0.094 | 57
Cc1cc(NC(=O)C2Nc3cc(C(F)(F)F)ccc3S(=O)(=O)N2)ccc1Br (centres undefined) | i | 0.1 | 80
NC(=O)c1cccc(NC(=O)c2ccoc2)c1 | i | 0.081 | 40
Cn1c(-c2ccccn2)nn(CCNC(=O)c2ccccc2SC(F)F)c1=O | i | 0.14 | 80
CC(C)(C)N1CC(c2nc3ccccc3n2Cc2c(F)cccc2Cl)CC1=O (centres undefined) | + | 0.23* | 67*
CCCn1c(=O)c2c(nc3n(-c4cc(OC)ccc4OC)c(-c4ccccc4)cn23)n(C)c1=O | + | 0.044* | 56*
CC(O)CNc1nc2c(c(=O)n(C)c(=O)n2C)n1Cc1ccc(Cl)cc1 (centres undefined) | i | 0.13 | 57
COc1ccc(CC(=O)Nc2cc(C)nn2-c2nc3c(cnn3-c3ccccc3)c(=O)[nH]2)cc1 | i | 0.11 | 56
N#Cc1ccc(Cl)cc1NC(=O)C(=O)NCc1ccc2c(c1)OCO2 | i | 0.094 | 57
Cc1ccc(-n2ncc3c(=O)n(CC(=O)N4CCCc5ccccc54)cnc32)c(C)c1 | i | 0.082 | 68
COc1cccc(C(CNC(=O)C2CCN(S(C)(=O)=O)CC2)N2CCOCC2)c1 (centres undefined) | i | 0.13 | 50
CCOc1ccc(CC(=O)Nc2nc3c(OCC)cccc3s2)cc1 | i | 0.086 | 63
O=C(c1ccco1)N1CCN(C(=O)C2CCCN(c3ccc(-n4cccn4)nn3)C2)CC1 (centres undefined) | i | 0.08 | 55
CC(=O)c1cccc(NC(=O)Cn2nc3c(cc2=O)CCCC3)c1 | i | 0.07 | 62
O=C(CSc1nccn(-c2cccc(F)c2)c1=O)Nc1ccc(F)cc1F | i | 0.089 | 46
CC(=O)N1CC(C(=O)Nc2ccc3c(c2)OCCO3)C1 | i | 0.1 | 58
COc1ccc(C(=O)N2CCC(c3nnc(C4CC4)o3)CC2)cc1 | i | 0.1 | 51
COc1ccc(-c2csc(-n3nc(C)cc3NC(=O)c3ccco3)n2)cc1OC | i | 0.067 | 49
COc1cccc(C(=O)c2cn(CC(=O)Nc3cc(OC)ccc3OC)c3nc(C)ccc3c2=O)c1 | i | 0.097 | 54

Random excerpt: 2 entries already listed
SMILES | AMPAR-TARP mod | AMPAR-TARP mod agonism max-min | AMPAR-TARP mod glutamate slope
Cc1cc(NC(=O)C(=O)NCC2CCCO2)ccc1N1CCCC1=O (centres undefined) | i | 0.04 | 42
CCOc1ccc(CC(=O)Nc2nc3c(OCC)cccc3s2)cc1 | i | 0.086 | 63

3 compounds already listed, arranged by their value in AMPAR-TARP mod glutamate slope, falling.
SMILES | AMPAR-TARP mod | AMPAR-TARP mod agonism max-min | AMPAR-TARP mod glutamate slope
CCOc1ccc(CC(=O)Nc2nc3c(OCC)cccc3s2)cc1 | i | 0.086 | 63
COc1ccc(CC(=O)Nc2cc(C)nn2-c2nc3c(cnn3-c3ccccc3)c(=O)[nH]2)cc1 | i | 0.11 | 56
O=C(CSc1nccn(-c2cccc(F)c2)c1=O)Nc1ccc(F)cc1F | i | 0.089 | 46

More results
SMILES | AMPAR-TARP mod | AMPAR-TARP mod agonism max-min | AMPAR-TARP mod glutamate slope
Cc1cccc(-n2ncc3c(=O)n(CC(=O)N4CCC(C)CC4)cnc32)c1C | i | 0.12 | 68
COc1ccc(NC(=O)CSc2nccn(-c3ccc(F)cc3)c2=O)c(OC)c1 | i | 0.035 | 49
O=C(O)c1ccc(OC2CCCCC2)cc1 | i | 0.026 | 50
COc1ccc(S(=O)(=O)CCCC(=O)Nc2nc3c(s2)Cc2ccccc2-3)cc1 | i | 0.1 | 58
COc1ccc(C(CNC(=O)c2ccccc2Cl)N2CCOCC2)cc1 (centres undefined) | + | 0.07* | 46*
O=C(CSCc1ccccc1)N1CCN(Cc2nnnn2-c2ccc(F)c(F)c2)CC1 | + | 0.17* | 53*
Cc1nnc(C2CCN(C(=O)c3cc(=O)c4ccccc4o3)CC2)s1 | i | 0.11 | 63
O=C(Cn1c(-c2cnccn2)nc2ccccc21)Nc1ccc(F)c(Cl)c1 | + | 0.095* | 53*
O=C(NCCc1ccc(Cl)cc1)C(=O)Nc1ccc2c(c1)OCCO2 | i | 0.042 | 50
Cc1cc(C(=O)Nc2cc(C(=O)N3CCCC3)cn(C)c2=O)no1 | i | 0.15 | 58
CC(O)(CNC(=O)C1c2ccccc2Oc2ccccc21)c1ccc2c(c1)OCO2 (centres undefined) | i | 0.085 | 65
CCOC(=O)c1sc(NC(=O)CC2Nc3ccccc3NC2=O)cc1C (centres undefined) | i | 0.15 | 64
COc1ccc(N(Cc2ccc(OC)c(F)c2)S(=O)(=O)c2ccc3nncn3c2)cc1 | i | 0.086 | 52
CC1CCCCN1c1ccc(N2CCN(C(=O)CCC3CCCC3)CC2)nn1 (centres undefined) | i | 0.082 | 57
CCn1c(=O)c2c(nc3n(-c4cccc(OC)c4)c(-c4ccccc4)cn23)n(C)c1=O | i | 0.097 | 66
CN1CCC(CNC(=O)C(=O)NCCC2=CCCCC2)CC1 | i | 0.081 | 66
COc1cccc2sc(N3CCN(C(=O)CS(=O)(=O)Cc4ccccc4)CC3)nc12 | i | 0.099 | 39
COc1cc(C)c(C(C)C)cc1S(=O)(=O)Nc1ccc(C(=O)O)cc1 | i | 0.094 | 62
CC(=O)Nc1ccc(S(=O)(=O)Nc2cc(C)nn2C2CCS(=O)(=O)C2)cc1 (centres undefined) | i | 0.12 | 59
COc1ccc(Nc2nnc(Cc3ccccc3)c(=O)[nH]2)cc1OC | i | 0.059 | 49
CCCc1cc(=O)n(CC(=O)Nc2ccc(S(=O)(=O)NC(C)=O)cc2)cn1 | i | 0.07 | 62
CCSc1nn(CC(=O)Nc2cccc(C)c2C)c(N)c1S(=O)(=O)c1ccccc1 | i | 0.051 | 51
COc1cccc(NC(=O)c2nnn(-c3ccccc3)c2N)c1 | i | 0.096 | 58
O=S(=O)(N1CCCCC1)N1CCNCC1 | i | 0.076 | 52
COc1ccc(C(=O)CN2CCC(c3nnc(C)s3)CC2)cc1 | i | 0.082 | 59

New compounds follow:
SMILES | AMPAR-TARP mod | AMPAR-TARP mod agonism max-min | AMPAR-TARP mod glutamate slope
CC(C)Oc1cc(O)c2c(=O)c(-c3ccc(O)cc3)coc2c1 | i | 0.035 | 43
COc1ccccc1N1CCN(CC(O)COc2ccccc2-c2ccccc2)CC1 (centres undefined) | i | 0.1 | 42
COC(=O)Cn1c(=O)c2c(nc3n(-c4ccc(C)cc4C)c(C)c(C)n23)n(C)c1=O | i | 0.1 | 60
CCOc1ccc(C(=O)Nc2ccc3c(c2)CCC(=O)N3CCC(C)C)cc1OCC | i | 0.083 | 56
O=C(Nc1nccs1)C(c1ccccc1)N1CCOCC1 (centres undefined) | i | 0.086 | 54
O=S(=O)(Nc1cccc(Cl)c1)c1cccc(F)c1 | i | 0.16 | 46
CC(=O)Nc1ccc(OCC(O)CN2CCN(c3ccc(C)c(Cl)c3)CC2)cc1 (centres undefined) | i | 0.067 | 53
Cn1cccc(C(=O)NCC2CCN(C(=O)COc3ccccc3)CC2)c1=O | i | 0.13 | 63
CS(=O)(=O)N1CC(C(=O)O)C1 | i | 0.035 | 40
COc1cc(NC(=O)c2ccc(=O)oc2)c2ncccc2c1 | i | 0.19 | 69
COC(=O)c1ccc(NC(=O)CSc2ccc(NC(=O)c3cccc(F)c3)nn2)cc1 | i | 0.071 | 47
COc1ccc(CC(=O)N2c3ccccc3CC2C(N)=O)cc1OC (centres undefined) | i | 0.083 | 62
Cc1cc(C)c(NC(=O)CSc2ncnc3c2[nH]c2ccccc23)c(C)c1 | i | 0.11 | 49
CCOc1ccc(C2C(C#N)=C(N)Oc3cc(C)n(CCCn4ccnc4)c(=O)c32)cc1OC (centres undefined) | i | 0.091 | 54
O=C(Nc1ccncc1NC(=O)C1CC1)C1CC1 | i | 0.054 | 52
NC(=O)CSc1nc(-c2ccccc2)c(NC(=O)CCc2ccccc2)s1 | + | 0.16* | 35*
O=C(NCCCc1ccccc1)N1CCN(C(=O)c2cnn3ccccc23)CC1 | i | 0.084 | 64
COc1ccc(C(=O)Nc2nnc(-c3ccccc3OC)o2)cc1OC | + | 0.16* | 31*
CC(C)c1nc2c(c(=O)c3ccccc3n2C)c(=O)n1Cc1ccccc1 | i | 0.14 | 63
COc1ccc(Cl)cc1S(=O)(=O)NCC(O)(c1cccs1)C1CC1 (centres undefined) | i | 0.17 | 52
CCc1ccccc1NC(=O)N1CCN(c2ccc3nnc(C)n3n2)CC1 | i | 0.09 | 34
Cc1c(-c2ccc(Cl)cc2)c(=O)oc2c3c(ccc12)OCN(CCN1CCOCC1)C3 | i | 0.084 | 47
Cc1ccc(S(=O)(=O)NCC(c2cccn2C)N2CCCC2)s1 (centres undefined) | i | 0.039 | 55
CC(C)Sc1ccc(C(=O)Nc2nnc(-c3cccs3)o2)cc1 | i | 0.071 | 40
Cc1ccc(CNC(=O)C(=O)NCC(c2cccn2C)N2CCOCC2)cc1 (centres undefined) | i | 0.075 | 50

The results go on:
SMILES | AMPAR-TARP mod | AMPAR-TARP mod agonism max-min | AMPAR-TARP mod glutamate slope
CCOc1ccc(/C=C/C(=O)Nc2cc(C)cc(C)c2)cc1 | i | 0.062 | 33
COC(=O)CN1CCN(c2nc3c(c(=O)[nH]c(=O)n3C)n2Cc2ccc(F)cc2)CC1 | i | 0.076 | 3
Cc1ccc(-n2ncc3c(=O)n(CC(=O)N4CCOCC4)cnc32)c(C)c1 | i | 0.12 | 76
O=C(NCCS(=O)(=O)N1CCN(Cc2ccccc2)CC1)c1cccc(Cl)c1 | i | 0.05 | 40
COc1ccc(NC(=O)c2cccc(S(=O)(=O)C(C)C)c2)c2ccccc12 | i | 0.062 | 48
COc1ccc(-c2nnc(C3CCCN(C(=O)Nc4ccc5c(c4)OCO5)C3)s2)cc1 (centres undefined) | i | 0.09 | 63
O=C(CS(=O)(=O)c1ccc(F)cc1)Nc1ccc2ncsc2c1 | i | 0.048 | 45
S=C(Nc1ccc(Br)cc1)N1CCc2ccccc2C1 | i | 0.097 | 59
O=C(c1ccco1)N1CCN(c2nnnc3c2cnn3-c2ccccc2)CC1 | i | 0.14 | 57
COc1ccc(C(=O)Nc2ccc(OC(C)C)cc2)cc1OC | i | 0.07 | 65
CC(=O)N1CCc2c(sc(NC(=O)CSc3ccccc3)c2-c2nc3ccccc3s2)C1 | i | 0.057 | 44
CC1Cc2cc(-c3cc(CC(=O)Nc4nc5ccccc5[nH]4)no3)ccc2O1 (centres undefined) | i | 0.048 | 37
CN1C(=O)CCc2cc(NC(=O)Nc3cccs3)ccc21 | i | 0.13 | 58
N#Cc1ccc(C(=O)N(CCN2CCOCC2)c2nc3ccc(Br)cc3s2)cc1 | i | 0.042 | 52
CC(C)N1CCc2c(sc(NC(=O)CN3C(=O)CCC3=O)c2-c2nc3ccccc3s2)C1 | i | 0.13 | 44
COc1ccccc1-c1c(C)[nH]n2c(=O)cc(C)nc12 | i | 0.094 | 60
COc1ccccc1NC(=O)N1CCC(CNC(=O)Cc2cccc(C)c2)CC1 | i | 0.045 | 27
CCc1cc(CC)n(-c2nc3c(c(=O)n(CC(C)C)c(=O)n3C)n2CCOC)n1 | i | 0.077 | 74
O=C(C1CCCC1)N1CCN(c2ccc(-c3ccc(Cl)cc3)nn2)CC1 | + | 0.12* | 61*
CC(=O)c1ccc(C(=O)Nc2nnc(-c3cc(C)n(C)n3)o2)cc1 | + | 0.18* | 44*
COc1ccc(C(=O)CSc2n[nH]c(-c3ccco3)n2)cc1C | i | 0.095 | 43
CCOc1ccccc1-n1nnnc1SCC(=O)Nc1ccc(Cl)cc1 | i | 0.068&0.045 | 42&80
CC(C)Cc1ccc(C(C)C(=O)N2CC(=O)Nc3ccccc32)cc1 (centres undefined) | i | 0.14 | 51
COc1ccc(-n2nnc3c(N4CCN(C(=O)CCCc5ccccc5)CC4)ncnc32)cc1 | i | 0.093 | 68
COc1ccc(OCC(=O)Nc2cccc(N3CCCC3=O)c2)cc1 | i | 0.12 | 50

Given with values under each structure: entries from further up
The line under a structure holds: AMPAR-TARP mod	AMPAR-TARP mod agonism max-min	AMPAR-TARP mod glutamate slope
- CC1Cc2cc(-c3cc(CC(=O)Nc4nc5ccccc5[nH]4)no3)ccc2O1 (centres undefined)
    i	0.048	37
- CN1C(=O)CCc2cc(NC(=O)Nc3cccs3)ccc21
    i	0.13	58
- N#Cc1ccc(C(=O)N(CCN2CCOCC2)c2nc3ccc(Br)cc3s2)cc1
    i	0.042	52
